rTrxR1 inhibitor: rat TrxR1 inhibition; O89049; recombinant rTrxR1, NADPH fluorescence consumption, selenite substrate; Potency, µM (series often up to 114 µM), without a hit: at the top dose activity change, negative = inhibition, usual class: inhibitors; 390,000 compounds, 1% hits; also: potency is read from the fitted curve at half-maximal effect; % is scaled to controls: 0 for no effect and ±100 for the full control effect; nearly all actives have a fitted effect of over 65% in size
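Rat TrxR1 (90 nM in the dispensed reagent) was pre-reduced with 400 uM NADPH for 5 min at room temperature, then incubated with compound for 15 min. After 400 uM selenite was added, NADPH fluorescence (Ex 340/Em 450 nm) was followed for 8 min.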
D2 agonist: D2 dopamine receptor (human) agonism; HEK293 T-REx D2 cells, calcium flux agonist mode; AID 485358; P14416; activation, % at 2 µM; 340,000 compounds, 0.53% hits;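 active = activation over 3 SD above normal in the single-dose calcium agonist read, cut at about 30% in these data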; also: 0% is about no effect
Target sequence (P14416 whole entry, looked up): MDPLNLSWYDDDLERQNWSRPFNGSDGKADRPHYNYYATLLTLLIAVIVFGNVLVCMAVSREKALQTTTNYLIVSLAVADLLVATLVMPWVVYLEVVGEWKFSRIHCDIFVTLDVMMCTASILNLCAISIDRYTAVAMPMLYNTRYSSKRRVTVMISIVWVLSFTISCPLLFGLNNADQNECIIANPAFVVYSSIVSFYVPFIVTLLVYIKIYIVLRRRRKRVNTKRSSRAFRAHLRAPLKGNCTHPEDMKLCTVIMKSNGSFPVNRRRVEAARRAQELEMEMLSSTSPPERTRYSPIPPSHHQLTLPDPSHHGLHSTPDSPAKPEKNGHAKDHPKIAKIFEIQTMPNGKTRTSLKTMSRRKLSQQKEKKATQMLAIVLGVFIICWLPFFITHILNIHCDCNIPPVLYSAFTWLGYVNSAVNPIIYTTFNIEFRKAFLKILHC
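Agonism scored from kinetic calcium signal (1 read/sec, 180 s) following compound pin transfer, after a 10 s baseline. Cells: HEK293 Trex line expressing inducible D2 receptor coupled to calcium, dye-loaded after overnight culture at 30 C.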
mIDH1 inhibitor: human IDH1 R132H inhibition; O75874; IDH1-R132H enzyme, NADPH consumption, diaphorase/resazurin fluorescence; Potency, µM (titrated, usually from 76.6 µM), for the others: top-dose activity change, negative = inhibition, usual class: inhibitors; 390,000 compounds, 0.093% hits; AID 602179; also: potency is read from the fitted curve at half-maximal effect; % is scaled to controls: 0 for no effect and ±100 for the full control effect; nearly all actives have a fitted effect of over 65% in size
Target sequence (O75874 whole entry R132H, stated change not applied): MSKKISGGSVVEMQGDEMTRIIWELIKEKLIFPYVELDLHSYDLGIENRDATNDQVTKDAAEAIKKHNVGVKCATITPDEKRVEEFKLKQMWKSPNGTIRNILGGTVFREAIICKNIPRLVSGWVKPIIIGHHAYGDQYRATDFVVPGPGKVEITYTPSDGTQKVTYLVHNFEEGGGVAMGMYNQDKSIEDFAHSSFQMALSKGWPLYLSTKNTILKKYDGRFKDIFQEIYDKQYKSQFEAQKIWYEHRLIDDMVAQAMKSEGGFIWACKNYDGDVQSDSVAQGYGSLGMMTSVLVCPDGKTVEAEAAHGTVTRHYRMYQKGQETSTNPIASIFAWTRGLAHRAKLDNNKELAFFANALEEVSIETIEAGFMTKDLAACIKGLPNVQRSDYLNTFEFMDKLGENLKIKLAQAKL
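IDH1-R132H (0.5 ug/mL dispensed) in pH 7.5 Tris buffer was preincubated 30 min with compound, then given a substrate mix of 0.016 mM NADPH and 2 mM alpha-KG for 80 min at room temperature; remaining NADPH was read by diaphorase/resazurin fluorescence.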
USP1-UAF1 inh: inhibitors of human USP1/UAF1 deubiquitinase; 390,000 compounds, 0.23% hits; recombinant USP1/UAF1, Ub-Rhodamine cleavage fluorescence; O94782; Potency, µM (highest dose often 57.1 µM), for the others: at the highest dose activity change, negative = inhibition, usual class: inhibitors; also: potency is read from the fitted curve at half-maximal effect; % is scaled to controls: 0 for no effect and ±100 for the full control effect; nearly all actives have a fitted effect of over 60% in size; inactives centre near -12
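USP1/UAF1 complex (1 nM) preincubated 15 min at room temperature with compound, then Ub-Rho substrate (150 nM final) added. Kinetic fluorescence at 480/540 nm over 6 reads at 60 s intervals; 50 mM HEPES pH 7.8, 0.5 mM EDTA, 0.1 mg/ml BSA, 1 mM TCEP, 0.01% Tween-20.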
TRHR agonist: agonists of human TRH receptor | TRHR cells, calcium flux fluo-8, FDSS agonist mode | activation, % at 2 µM | 360,000 compounds, 0.18% hits; in the data active = activation above about 30%; also: 0% is about no effect
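TRHR-expressing cells, plated overnight in medium with 10% serum, were loaded with fluo-8 calcium dye at room temperature. After a 10 s baseline, library compound was pin-added and calcium release was recorded kinetically (ex 480/em 530) as agonist response.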
Pin1 inh: inhibitors of human Pin1 | Pin1 FP peptide displacement, HiFluor488, 10 min | Potency, µM (series often up to 115 µM), for inactives: at the highest dose activity, negative = inhibition, most hits filed as inhibitors | 390,000 compounds, 0.009% hits; active = well fitted inhibition curve with a large enough effect in the polarisation, with a control signal flat, not every such curve was filed as active; inconclusive = small, poorly fitted or top-dose-only effect, or effect the other way, or a change in a side signal; inactive = no such curve, though single readings can be large or run the other way; the % refers to the polarisation; also: potency is read from the fitted curve at half-maximal effect; % is scaled to controls: 0 for no effect and ±100 for the full control effect
Target sequence (Q13526 whole entry, looked up): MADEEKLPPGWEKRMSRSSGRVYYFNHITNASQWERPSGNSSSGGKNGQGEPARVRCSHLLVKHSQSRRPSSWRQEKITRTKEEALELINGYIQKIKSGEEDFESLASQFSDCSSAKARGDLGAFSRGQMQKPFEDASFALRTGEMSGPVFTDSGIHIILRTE
TRHR PAM: allosterically enhances the human TRH receptor; P34981; TRHR cells, fluo-8 calcium fluorescence, EC20 TRH enhancement; enhancement, % at 2 µM; 360,000 compounds, 0.66% hits; AID 493056; in the data active = enhancement above about 30%; also: 0% is about no effect
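TRHR-expressing cells loaded with fluo-8 calcium dye were read kinetically (ex 480/em 530) during compound addition, then stimulated with an EC20 of TRH (10 nM final). Enhancement of the Gq-mediated intracellular calcium response was scored.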
TrxR1 substrate: is turned over as a substrate by rat TrxR1. O89049. Potency, µM (top dose mostly 114 µM), inactives show at the highest dose activity change, negative = substrate turnover. 390,000 compounds, 0.01% hits. purified TrxR1 substrate turnover, NADPH consumption readout; also: potency is read from the fitted curve at half-maximal effect; % is scaled to controls: 0 for no effect and ±100 for the full control effect; nearly all actives have a fitted effect of over 50% in size
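Rat TrxR1, dispensed at 90 nM, was prereduced with 400 uM NADPH (final) for 5 min at ~22 deg C, then incubated with compound 15 min before 400 uM selenite. A first-read NADPH fluorescence drop versus no-compound background flagged substrates.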
D2 antagonist: antagonizes the human D2 dopamine receptor | P14416 | HEK293 TREx D2 cells, calcium flux, dopamine EC80 | inhibition, % at 10 µM | 340,000 compounds, 2% hits | AID 485344; in the data active = inhibition above about 30%; also: 0% is about no effect
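Cells plated overnight at 30 C with tetracycline; no-wash calcium dye, 30–90 min RT; 10 s baseline; compound pinned; 180 s read; EC80 dopamine added; another 180 s read.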
An asterisk follows results filed as active; ? = inconclusive; nt = not tested or not shown; [ ] = another dose, or the depositor's remark. Unless noted, calls follow the shape of the dose curve; as a rule, active = well fitted inhibition curve with a large enough effect; inconclusive = small, poorly fitted or top-dose-only effect; inactive = no such curve, though single readings can be large or run the other way.

item	compound	USP1-UAF1 inh	TrxR1 substrate	D2 antagonist	D2 agonist	TRHR PAM
1	CCCCN(C)CCN1C(=O)C2C(C(=O)Nc3ccc(OC)cc3)C3C=CC2(O3)C1C(=O)NC1CCCCC1 (stereo not drawn)	-12%	4%[57.1 µM]	-22	0.9	4
2	COc1ccc(C2=CC(c3ccc(OC)c(OC)c3)n3nnnc3N2)c(OC)c1 (stereo not drawn)	-10%	31%[57.1 µM]	7	0.1	2
3	COc1ccc(NC(=O)C(C)N2C(=O)C3CC=C(Cl)CC3C2=O)cc1 (stereo not drawn)	-19%	1%	-8	-1.7	-2
4	COc1ccc(CCC(=O)Nc2cc3c4c(c2)CC(=O)N4CCC3)cc1	-13%	-3%	-14	-0.2	6
5	Cc1ccccc1OCCn1c(=S)[nH]c2ccccc21	-19%	4%	-13	-0.1	-10
6	Nc1nnc(SCC(=O)OCC(=O)Nc2ccc(Br)cc2F)s1	-10%	1%[57.1 µM]	6	-0.5	0
7	COc1ccc(/C=C/C(=O)Nc2ccc(-n3nncc3-c3ccc(OC)c(OC)c3)cc2)cc1OC	-26%	35%[activator]	-9	-1.2	18
8	CCN(CC)C(=O)c1ccccc1NC(=O)c1ccccc1SC	-1%	6%[57.1 µM]	3	0.6	-10
9	Cc1ccc(CSCC(=O)N(C)CC(=O)Nc2ccccc2Cl)cc1	-17%	-1%[57.1 µM]	19	0.2	-2
10	O=C(NCc1ccc(F)cc1)c1cc2c(s1)-c1ccccc1SC2	?	13%	nt	0.6	-4
11	COc1cccc(C(=O)Nc2ccc3[nH]ncc3c2)c1	-14%	2%	-5	0.6	1
12	O=C(NCc1ccc2c(c1)OCO2)c1cc2c(s1)CSC2	-22%	9%[57.1 µM]	-3	-0.7	3

item	Pin1 inh	mIDH1 inhibitor	TRHR agonist	rTrxR1 inhibitor
1	6%	-6%	-0.6	9%[57.1 µM]
2	?	5%	-0.8	?
3	-4%	6%	-0.3	8%
4	-5%	7%	-0.7	8%
5	0%	1%	-2.3	30%
6	1%	10%	-1.2	-18%[57.1 µM]
7	21%	3%	-0.1	6%
8	4%	1%	0.3	8%[57.1 µM]
9	-1%	8%	-0.2	-4%[57.1 µM]
10	14%	-9%	1.0	2%
11	1%	-6%	-0.7	8%
12	10%	1%	-0.8	12%[57.1 µM]

Single records, from the list above:
`Cc1ccc(CSCC(=O)N(C)CC(=O)Nc2ccccc2Cl)cc1` is listed as USP1-UAF1 inh = -17%; TrxR1 substrate = -1%[57.1 µM]; D2 antagonist = 19; D2 agonist = 0.2; TRHR PAM = -2; Pin1 inh = -1%; mIDH1 inhibitor = 8%; TRHR agonist = -0.2; rTrxR1 inhibitor = -4%[57.1 µM]
`O=C(NCc1ccc2c(c1)OCO2)c1cc2c(s1)CSC2` is listed as USP1-UAF1 inh = -22%; TrxR1 substrate = 9%[57.1 µM]; D2 antagonist = -3; D2 agonist = -0.7; TRHR PAM = 3; Pin1 inh = 10%; mIDH1 inhibitor = 1%; TRHR agonist = -0.8; rTrxR1 inhibitor = 12%[57.1 µM]

The list continues.
item	compound	USP1-UAF1 inh	TrxR1 substrate	D2 antagonist	D2 agonist	TRHR PAM
13	Cn1c(=O)c2c(nc(NCCc3ccccc3)n2Cc2ccc(F)cc2)n(C)c1=O	-7%	-1%	16	-1.3	3
14	COc1ccc(C2=C(Nc3ccccc3)c3ccccc3C2=O)cc1	-10%	1%[57.1 µM]	10	-1.6	-12
15	COc1ccc(C(=S)N2CCOCC2)cc1OC(=O)c1cc(OC)c(OC)c(OC)c1	-9%	-7%	20	0.4	5
16	O=C(/C=C/c1ccc(Cl)cc1)c1ccc([N+](=O)[O-])o1	?	-2%	-6	1.1	25
17	COc1ccc(NC(=O)C2CC(=O)N(c3ccccc3C)C2)c(OC)c1 (stereo not drawn)	-17%	16%[57.1 µM]	nt	nt	1
18	CCNS(=O)(=O)c1c(C)cc(N2CCCC2=O)cc1C	-13%	1%	-6	0.2	2
19	Clc1ccc(CNCCCSc2ncccn2)cc1	-20%	3%	nt	nt	1
20	O=C(CSC1=NCCN1)Nc1cccc([N+](=O)[O-])c1	-10%	14%	49*	-0.4	3
21	CSc1ncc(Cl)c(C(=O)N(Cc2ccc(C(C)C)cc2)C2CCS(=O)(=O)C2)n1 (stereo not drawn)	-6%	-8%	nt	nt	-3
22	C=CCOC(=O)C1=C(C)NC(SCC(=O)OCC)=C(C#N)C1c1ccc(O)c(OC)c1 (stereo not drawn)	-24%	-3%	-3	-1.0	0
23	CCOC(=O)C1(Cc2cccc(Cl)c2)CCCN(C(=O)c2cccc(C)n2)C1 (stereo not drawn)	-12%	-3%	-15	-0.7	1
24	Cc1cccn2c(CN(C)C3CCCc4ccccc43)c(C(=O)N3CCOCC3)nc12 (stereo not drawn)	-7%	-1%[57.1 µM]	-23	-0.5	26

item	Pin1 inh	mIDH1 inhibitor	TRHR agonist	rTrxR1 inhibitor
13	-5%	2%	-1.0	6%
14	-5%	4%	-1.6	-5%[57.1 µM]
15	-10%	-2%	-0.5	4%
16	-6%	11µM*	0.4	5µM*
17	2%	18%	0.0	50%[activator][57.1 µM]
18	-12%	9%	0.3	12%
19	-8%	-3%	-0.3	14%
20	-2%	8%	1.3	27%[57.1 µM]
21	13%	17%	-0.5	14%
22	27%	-4%	0.0	-19%
23	6%	7%	-0.1	-4%
24	-7%	22%	-0.1	-4%[57.1 µM]

Carrying on:
item	compound	USP1-UAF1 inh	TrxR1 substrate	D2 antagonist	D2 agonist	TRHR PAM
25	Cc1ccc(NC(=O)Nc2ccccc2OCc2cc(=O)n3ccccc3n2)c(Cl)c1	-14%	-6%[57.1 µM]	nt	0.6	4
26	Cc1c(NS(=O)(=O)c2ccc(NCCN3CCOCC3)c([N+](=O)[O-])c2)c(=O)n(-c2ccccc2)n1C	-16%	4%	6	-1.2	4
27	O=S(=O)(c1ccc(F)cc1)c1nc(-c2ccccc2)oc1N1CCOCC1	-20%	-4%	1	0.0	13
28	Cc1ccccc1C(=O)NC=C1C(=O)OC(C)(C)OC1=O	-13%	1%	-10	0.2	-3
29	O=C1c2ccccc2C(=O)N1CC1CO1 (stereo not drawn)	-30%	5%	nt	nt	nt
30	O=C(c1cc([N+](=O)[O-])ccc1Cl)N1CCN(c2ccc(F)cc2)CC1	-14%	0%	9	-0.6	1
31	CCOC(=O)[C@H]1[C@H]2COc3cc(OC)ccc3[C@@H]2N2C(=O)CN(C)C(=O)[C@@]12C	-10%	4%[57.1 µM]	nt	nt	nt
32	Cc1c(Cl)cccc1NC(=S)NCC(O)c1ccccc1 (stereo not drawn)	-21%	7%	8	-0.4	2
33	Cc1cccc(NC(=O)c2ccc(S(=O)(=O)N3CCOCC3)cc2)n1	-26%	4%	3	1.2	-3
34	O=C(O)c1ccc(CSc2nnc(-c3ccncc3)n2-c2ccc(Br)cc2)cc1	?	6%[57.1 µM]	-9	0.9	0
35	CC(C)C(NC(=O)CNC(=O)OC(C)(C)C)C(=O)NCc1ccc(Cl)cc1 (stereo not drawn)	-7%	6%[57.1 µM]	nt	nt	-1
36	Cc1ccc(C(=O)O)cc1NC(=O)C1=CSCCO1	-15%	14%	2	0.4	-7

item	Pin1 inh	mIDH1 inhibitor	TRHR agonist	rTrxR1 inhibitor
25	1%	-8%	0.3	13%[57.1 µM]
26	-2%	1%	-0.3	15%
27	-7%	6%	-0.2	-11%
28	-9%	2%	0.4	8%
29	-13%	0%	nt	25%
30	2%	-6%	0.2	26%
31	5%	-6%	nt	1%[57.1 µM]
32	4%	0%	0.2	-4%[57.1 µM]
33	-1%	-12%	1.2	40%[activator]
34	-7%	1%	0.0	15%[57.1 µM]
35	-4%	5%	-0.2	5%[57.1 µM]
36	-1%	15%	0.5	21%

Next section
item	compound	USP1-UAF1 inh	TrxR1 substrate	D2 antagonist	D2 agonist	TRHR PAM
37	CN1C(=O)c2ccccc2Sc2ccc(NC(=O)c3ccc(C(F)(F)F)cc3)cc21	2%	-9%[57.1 µM]	nt	nt	6
38	O=C(Nc1nc2ccccc2[nH]1)c1ccc([N+](=O)[O-])cc1	-13%	5%[57.1 µM]	nt	nt	1
39	CCCn1c(SCC(=O)Nc2nnc(CC)s2)nnc1-c1ccco1	-11%	-14%	7	0.1	4
40	CCN=c1scc(C)n1/N=C/c1cc(Br)c(O)c(Br)c1	-25%	4%[57.1 µM]	-18	0.1	2
41	C/C(=N\NC(=O)CNC(=O)C1COc2ccccc2O1)c1ccc(Cl)cc1 (stereo not drawn)	-15%	-4%[57.1 µM]	14	-1.4	-4
42	COc1cc(NC(=O)c2cccc(C)c2)ccc1NC(=O)c1cc2ccccc2o1	-24%	4%[57.1 µM]	-13	0.3	3
43	Cc1cc(C)cc(NC(=O)c2ccc(S(=O)(=O)N(C)CC3CCCO3)cc2)c1 (stereo not drawn)	-27%	4%	-5	0.2	-4
44	COc1cccc(-c2cc(C(=O)N3CCOCC3)no2)c1	-14%	-3%[57.1 µM]	-1	-2.2	5
45	COC(=O)C(CC(=O)O)NCc1ccco1 (stereo not drawn)	-8%	-2%[57.1 µM]	8	0.7	-1
46	O=C(CN1C(=O)c2ccccc2S1(=O)=O)c1ccc(O)c(O)c1	-14%	-11%	-4	0.0	-10
47	CCOC(=O)C1(CCOc2ccccc2)CCN(Cc2ccc(O)c(OC)c2)CC1	-24%	1%	14	0.7	-2

item	Pin1 inh	mIDH1 inhibitor	TRHR agonist	rTrxR1 inhibitor
37	3%	-4%	0.8	-3%[57.1 µM]
38	8%	4%	-0.3	19%[57.1 µM]
39	-6%	3%	-0.3	?
40	14%	-1%	-0.1	16%[57.1 µM]
41	1%	1%	-0.4	-6%[57.1 µM]
42	0%	-8%	-0.5	7%[57.1 µM]
43	-6%	5%	0.0	16%
44	0%	-1%	-2.2	-4%[57.1 µM]
45	-1%	8%	0.6	20%[57.1 µM]
46	-11%	-1%	0.0	-21%
47	2%	0%	1.9	-6%

Not all compounds are listed; count on the stated rates, not on these rows.
